RAD52 anneal inh – inhibitors of human RAD52 DNA annealing; recombinant RAD52 DNA annealing, FRET fluorescence; 360,000 compounds, 0.46% hits; AID 651710; inhibition, % at 18.7 µM;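 active means every replicate showing at least 50% inhibition; inconclusive means mean inhibition at least 50% but not in every replicate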
ARNT-TACC3 inh – ARNT/TACC3 interaction disruption | Q9Y6A5 | 390,000 compounds, 0.66% hits | AlphaScreen His-ARNT PAS-B/GST-TACC3 binding, luminescence; TACC3 fragment carries E629A point mutation | inhibition, % at 9.99 µM;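 active means mean inhibition of replicates at least 50% and at least half of replicates each reaching 50%; inconclusive means half or more replicates reach 50% but mean below 50%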;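 further: 0% = complete ARNT plus TACC3 wells and 100% = ARNT alone without TACC3; many hits fall short of the cut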
CASP6 VEID inh – blocks human caspase-6 cleavage activity | P55212 | purified caspase-6, Z-VEID-R110 cleavage fluorescence | inhibition, % at 12.5 µM | 350,000 compounds, 0.53% hits;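 active means mean inhibition across replicates at least about 35%, with every replicate also reaching that limit, limit read from the data; inconclusive means only one of the two criteria met; inactive means neither criterion met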;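 further: 0% = median of neutral control wells and 100% = no fluorescence left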
Target sequence (P55212 24-179 limits assumed): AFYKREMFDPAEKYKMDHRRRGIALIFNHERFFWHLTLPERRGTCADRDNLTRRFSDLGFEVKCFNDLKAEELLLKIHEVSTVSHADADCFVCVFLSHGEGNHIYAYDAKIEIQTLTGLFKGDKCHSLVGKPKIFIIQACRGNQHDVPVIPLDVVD
Target sequence (P55212 194-293 limits assumed): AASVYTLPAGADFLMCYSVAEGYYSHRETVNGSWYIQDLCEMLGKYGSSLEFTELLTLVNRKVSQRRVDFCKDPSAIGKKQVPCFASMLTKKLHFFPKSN
PglD DTNB – blocks C. jejuni PglD acetyltransferase activity; inhibition, % at 12.5 µM; purified PglD enzyme, DTNB colorimetric CoA detection; AID 602405; 360,000 compounds, 0.098% hits; in the data active means inhibition above about 16%, passing the limit was not always enough; inconclusive means no clear call, values can overlap the other calls; further: strong numbers were not always called active
E-selectin induc – E-selectin induction on HUVECs; P16581; HUVEC E-selectin immunofluorescence imaging; normalized: neutral wells 0, TNF-alpha wells 100; activation, % at 7.58 µM; 260,000 compounds, 0.37% hits; AID 686992;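 active means mean E-selectin-positive cell signal at least 10% of the positive control, reached in at least 60% of replicates, without over 20% cell loss; inconclusive means no rule given, readout overlaps actives, possibly toxicity-flagged; inactive means the rest, including those meeting only one limit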;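 further: in these data hits start at about 27%; measured in HUVEC primary endothelial cells; signal is the percent of cells scored E-selectin positive by PE staining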
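Read-out basis: % PE-positive cells; Test system: HUVEC primary endothelial cells; Technique: immunofluorescence imaging; Dosing: single-point compound dose.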
RAD54 branch – inhibitors of human RAD54 branch migration; RAD54 Holliday junction branch migration, FAM/BHQ fluorescence; inhibition, % at 10.4 µM; 360,000 compounds, 0.14% hits;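 active means mean normalized replicate activity at least 40 and at least half of replicates scoring 40 or more; inconclusive means only one of the two criteria met; inactive means mean below 40 and under half of replicates reaching 40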;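 further: 0% = median of neutral control wells and 100% = median of positive control wells; inhibitors cause a drop in the FAM fluorescence signal; in these data hits start at about 50%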
ERp5 block – blocks human ERp5 reductase activity on insulin; Q15084; ERp5 insulin aggregation, absorbance 650 nm, 90 min; inhibition, % at 9.99 µM; 350,000 compounds, 0.05% hits; AID 651711;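 active means mean replicate inhibition above about 25%, with every replicate also reaching it, limit read from the data, passing the limit was not always enough; inconclusive means only one of those two criteria met; inactive means neither criterion met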
Target sequence (Q15084 whole entry, looked up): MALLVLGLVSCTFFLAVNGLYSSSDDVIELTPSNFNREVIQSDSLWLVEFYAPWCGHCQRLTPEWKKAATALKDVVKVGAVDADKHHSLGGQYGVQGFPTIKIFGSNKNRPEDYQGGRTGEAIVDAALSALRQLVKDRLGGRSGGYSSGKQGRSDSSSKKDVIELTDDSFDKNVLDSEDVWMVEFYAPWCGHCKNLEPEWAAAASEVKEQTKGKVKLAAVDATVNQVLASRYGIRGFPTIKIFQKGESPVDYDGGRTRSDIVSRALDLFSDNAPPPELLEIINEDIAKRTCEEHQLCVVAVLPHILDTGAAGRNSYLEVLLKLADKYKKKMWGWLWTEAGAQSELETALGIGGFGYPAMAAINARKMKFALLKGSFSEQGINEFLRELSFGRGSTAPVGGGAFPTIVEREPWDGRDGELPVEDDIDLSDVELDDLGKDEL
esBAF inh – SWI/SNF esBAF complex inhibition | 350,000 compounds, 2% hits | mouse ES cells, Bmi1-luciferase knock-in reporter, 24 h; 100% = twice the neutral-well signal | reporter increase, % at 12.5 µM; in the data active means activation above about 40%; inconclusive means no clear call, values can overlap the other calls;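 further: 0% = median of the plate's neutral control wells and 100% = double that signal; a rise in the Bmi1 reporter signal indicates esBAF inhibition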
Starred values were filed as active, the others as inactive; i = inactive; ? = inconclusive; / = no result given; & = joins results of further samples. Compounds as they come; overall some 3.2% were active at least once.

canonical_smiles	RAD54 branch	PglD DTNB	ARNT-TACC3 inh	E-selectin induc	ERp5 block	esBAF inh	CASP6 VEID inh	RAD52 anneal inh
COc1ccc(S(=O)(=O)Nc2c(O)c3ccccc3oc2=O)cc1	-9	-2	-2	0.7	1	39	-3	-11
O=C(O)c1ccc2c(c1)C(=O)N(c1ccc(C(=O)OCC(=O)c3ccccc3)cc1)C2=O	-1	9	5	0.5	0	?	2	-13
C[C@@H]1CN([C@@H](C)CO)C(=O)Cc2cc(NC(=O)Nc3ccc(C(F)(F)F)cc3)ccc2O[C@@H]1CN(C)C	15	-2	-5	/	-2	0	-5	7
CNC(=O)c1[nH]cnc1C(=O)N[C@@H](CCCCNC(=O)OC(C)(C)C)C(=O)OC(C)(C)C	-10	0	-6	-0.2	5	1	-4	-13
C[C@@H]1CN([C@@H](C)CO)C(=O)c2cc(NS(=O)(=O)c3cn(C)cn3)ccc2O[C@@H](C)CCCCO[C@H]1CN(C)C(=O)C1CCCCC1	2	0	-2	-0.1	3	-3	-1	-5
COc1ccc(-n2nc(C(=O)N3CCC(N4CCCCC4)CC3)c3c4ccccc4n(C)c3c2=O)cc1	1	1	5	/	-9	-5	-2	-2
C[C@@H]1CCCCO[C@H](CN(C)S(=O)(=O)c2ccccc2)[C@@H](C)CN([C@@H](C)CO)C(=O)c2cc(NS(=O)(=O)c3cccs3)ccc2O1	-2	0	4	/	1	1	-2	-90
Cc1ccc(S(=O)(=O)NN2C(=O)/C(=C/c3ccc(F)cc3)SC2=S)cc1	5	-2	-4	/	-2	3	-1	-14
COC(=O)C[C@H]1C=C[C@H](NS(=O)(=O)c2ccc(OC)cc2)[C@H](CO)O1	-1	-1	-7	0.7	6	2	-1	-6
CC(CN1C(C)CCCC1C)OC(=O)c1ccc(Cl)cc1 (centres undefined)	/	/	-10	/	1	/	0	-8
NC(=O)C1CCN(CC(=O)N2N=CCC2c2ccccc2)CC1 (centres undefined)	-5	-28	-6	0.1	5	/	0	-2
COc1ccc(S(=O)(=O)N2CC[C@@H]3[C@@H](CO)Nc4ccc(C#Cc5cccnc5)cc4[C@@H]32)cc1	1	-2	-1	-0.8	5	8	-1	1
C[C@H](O)C#Cc1ccc([C@H]2[C@@H](CO)N3CCCCN(C(=O)c4ccc(F)cc4)C[C@@H]23)cc1	-5	0	-6	-0.7	-2	/	0	1
Cc1ccc([C@H]2C[C@@H](O)[C@H](n3cc(C4CC4)nn3)CN2C(=O)c2cccs2)cc1	7	0	/	2.6	-3	-7	4	0
O=C(O)c1cccc(NS(=O)(=O)c2ccc(Cl)c(C(=O)Nc3cccc([N+](=O)[O-])c3)c2)c1	/	/	3	/	2	/	7	-6
Clc1ccccc1OCCCCN1CCCCC1	8	-2	-18	-0.1	1	-4	-9	0
CC(=C1C(=O)c2ccccc2C1=O)N1CCN(Cc2ccccc2)CC1	3	0	5	/	1	4	-6	1
O=C(N/N=C/C=C/c1ccccc1[N+](=O)[O-])c1cccnc1	/	/	/	/	-1	-8	2	-8
COc1ccc(N2CCN(C(=O)C3CCN(C(=O)c4cccc(Cl)c4)CC3)CC2)cc1	-13	5	2	-0.1	4	-3	3	-4
CCN(CC)c1cc2nonc2c2nonc12	-1	4	1	/	/	-4	/	/
CC(OC(=O)Cc1ccccc1[N+](=O)[O-])C(=O)Nc1ccc(Cl)cn1 (centres undefined)	0	1	2	?	-4	-7	1	-18
C[C@@H]1CN([C@H](C)CO)S(=O)(=O)c2ccc(-c3ccc(C#N)cc3)cc2O[C@H]1CN(C)Cc1cccc(F)c1	12	-1	-8	-0.3	-4	-4	-1	8
O=C(Nc1nc(-c2cccs2)cs1)c1ccc([N+](=O)[O-])o1	-7	4	-2	-1.0	-1	34	6	5
CCSC1=N/C(=C\C=C2/Oc3ccccc3N2CC)C(=O)S1	-24	-9	-3	/	3	13	1	-46
C[C@H]1CCCCO[C@@H](CN(C)Cc2ccc(C(F)(F)F)cc2)[C@@H](C)CN([C@@H](C)CO)C(=O)c2cc(NS(=O)(=O)c3ccc(Cl)cc3)ccc2O1	-5	3	5	-0.2	1	0	-2	-2
COc1cccc(-c2ccc([C@H]3[C@@H](CO)N4CCCCN(Cc5cncnc5)C[C@H]34)cc2)c1	-2	-7	1	-0.1	6	-2	3	-7
Cc1ccc(C(C)NC(=O)C2CCCO2)cc1C (centres undefined)	-10	-1	1	/	/	-4	/	/
CC(C)(C)NC(=O)C(c1ccncc1)n1c(=O)c(-c2cc3ccccc3[nH]2)nc2ccccc21 (centres undefined)	/	/	/	-0.1	2	/	-4	-74
CC(C)Cn1c(N)c(C(=O)CSc2nnc(-c3ccco3)n2C)c(=O)n(C)c1=O	-13	3	1	-0.2	0	3	3	-1
OC[C@H]1Nc2ccc(-c3ccccc3)cc2[C@@H]2[C@H]1CCN2Cc1ccccc1F	9	0	13	-0.5	4	9	-1	-43

The listing continues.
canonical_smiles	RAD54 branch	PglD DTNB	ARNT-TACC3 inh	E-selectin induc	ERp5 block	esBAF inh	CASP6 VEID inh	RAD52 anneal inh
Cc1ccc(CCNC(=O)CN2C(=O)COc3ccc(S(=O)(=O)N4CCOCC4)cc32)cc1	0	-3	-2	-0.3	-6	-1	6	-17
C[C@H](CO)N1C[C@H](C)[C@H](CN(C)S(=O)(=O)c2ccccc2)OCCCC[C@H](C)Oc2ccc(NS(=O)(=O)c3ccc(F)cc3)cc2C1=O	-3	2	23	-0.2	1	10	0	-37
COc1cccc(S(=O)(=O)Nc2ccc3c(c2)[C@@H]2C[C@@H](CC(=O)NCc4ccccc4F)O[C@@H](CO)[C@@H]2O3)c1	9	0	6	/	4	-10	7	3
C[C@@H]1CN([C@@H](C)CO)C(=O)c2cccc(NC(=O)NC3CCCCC3)c2O[C@@H]1CN(C)C	-2	1	4	0.3	2	0	0	-5
O=C(C1CCCCC1)N1CC2(C1)[C@H](c1ccccc1)[C@@H](CO)N2Cc1ccccc1F	/	/	/	-0.5	6	/	0	-15
COc1cccc(/C=C2\SC(=S)N(CCCC(=O)N(CCO)c3ccccc3)C2=O)c1	-4	/	9	-0.3	6	/	-3	-176
COc1ccc(C2=Nn3c(nnc3-c3ccccc3C(F)(F)F)SC2)cc1OC1CCOC1 (centres undefined)	1	2	/	0.0	5	3	-1	-3
O=C(NC1CCCC1)N1CCCCN2[C@H](CO)[C@H](c3ccc(/C=C/c4ccccc4)cc3)[C@H]2C1	15	3	17	0.8	4	1	1	49
Cc1ccc(NS(=O)(=O)c2ccc(NC(=O)c3ccccc3C(=O)O)cc2)cc1C	-5	-3	/	-0.1	-1	/	-3	-8
CCc1nc2ccc(C(=O)N(C)Cc3ccco3)cn2c1N(CC)C(=O)NCCc1ccccc1	5	1	/	/	-4	19	-16	10
COc1ccc(S(=O)(=O)Nc2ccc3c(c2)C(=O)N([C@H](C)CO)C[C@@H](C)[C@H](CN(C)S(=O)(=O)c2ccc(Cl)cc2)OCCCC[C@@H](C)O3)cc1	1	0	15	-0.3	2	1	1	7
O=C1c2ccccc2C(=O)N1CCCc1nc(-c2ccc(Cl)cc2)no1	-6	0	-10	0.0	-5	-6	-4	-15
COc1cc(/C=C/c2ccc(O)cc2)cc(OC)c1	2	-6	16	/	4	61*	3	-4
CC(C)C(NC(=O)c1ccccc1)C(=O)OCc1cc([N+](=O)[O-])cc2c1OCOC2 (centres undefined)	/	/	-6	-0.2	4	/	/	-12
Cc1ccc2nc(C)c(C)nc2c1N	-7	5	-13	/	/	7	/	/
COCC#Cc1ccc2c(c1)O[C@@H](CN(C)Cc1cccnc1)[C@H](C)CN([C@@H](C)CO)S2(=O)=O	-7	4	0	-1.0	2	4	2	8
C[C@@H]1CN([C@@H](C)CO)C(=O)CCCn2nncc2CO[C@H]1CN(C)C(=O)NC1CCCCC1	-9&4&-15	12&-1&3	-3&-4	-1.0&0.0	0&-6&-6	-1&-2&6	1&-1&1	5&2&-7
COc1ccccc1N1CCN(C(=O)c2cc(-c3cccs3)on2)CC1	-4	2	5	/	/	16	/	/
CCOC(=O)c1c(C)[nH]c(C(=O)OCC(=O)Nc2sc(C(=O)N(C)C)c(C)c2C(=O)OCC)c1C	4	3	-3	/	-1	-13	-2	-23
CSc1oc(-c2ccc(F)cc2)nc1S(=O)(=O)c1ccccc1	0	7	-3	/	/	9	/	/
CCNC(=O)[C@H]1[C@H](CO)[C@H]2Cn3c(ccc(/C=C/c4ccccc4)c3=O)[C@@H]1N2	-10	3	0	0.1	-7	7	4	-10
CCOC(=O)c1[nH]c2ccccc2c1NC(C)=O	-1	/	-9	0.3	-3	3	1	-26
O=C(O)c1ccc(-n2cccc2/C=C2/SC(=O)N(CC(=O)N3CCCC3)C2=O)cc1	6	-5	1	-0.1	-3	2	66*	-18
O=C(NOCc1ccccc1)c1ccccc1	-5	-4	-12	0.2	-5	-18	-5	5
CCOc1ccc(C(=O)NCC(=O)N2CCN(c3ccc(C(F)(F)F)cn3)CC2)cc1	13	2	-18	11	1	3	/	0
Cc1ccc(-c2nnn(CC(=O)N(CC(=O)NC3CCCCC3)c3cccc(F)c3)n2)o1	-4	3	0	/	1	1	4	-6
CC1CCCC(NC(=O)Cn2cc(C(F)(F)F)cc(Cl)c2=O)C1C (centres undefined)	-1	-2	/	/	3	0	-2	10
CC1=C(C(=O)N(C(C)C)C(C)C)CC(CC(=O)NC2CC2)C(=O)N1CCCN1CCCC1=O (centres undefined)	0	0	/	0.0	-7	-2	1	8
CCOc1ccccc1C(c1c(C)n(C)n(-c2ccccc2)c1=O)c1c(C)n(C)n(-c2ccccc2)c1=O	14	-5	-3	/	1	-7	2	12
O=C(Nc1ccc(F)cc1)c1ccc(C(=O)N2CCCC(O)C2)cc1 (centres undefined)	-9	-5	-2	0.0	7	2	-11	-11

(continued)
canonical_smiles	RAD54 branch	PglD DTNB	ARNT-TACC3 inh	E-selectin induc	ERp5 block	esBAF inh	CASP6 VEID inh	RAD52 anneal inh
CCN(CC(=O)Nc1ccc(NC(C)=O)cc1)C(=O)COc1ccccc1Cc1ccccc1	-2	4	/	/	-2	/	2	-12
CC[C@]12c3[nH]c4cc(CCC(=O)N(C)C)ccc4c3CCN1C(=O)[C@@H](CC(=O)NCCCN(C)C)C[C@@H]2C(=O)N1CCN(C(=O)C2CC2)CC1	-5	0	-4	/	6	-11	-42	1
COc1ccc(-n2nc3c(N4CCC(C(=O)NCc5cccc(C)c5)CC4)nnc(C)c3c2C)cc1	8	-1	3	0.8	2	29	-6	i
CCN=C1S/C(=C\c2cc(Cl)c(OC)c(OC)c2)C(=O)N1CC	-14	-1	7	2.4	-6	-12	-1	4
COc1ccc2c3c([nH]c2c1)[C@@H](CO)N(Cc1ccccc1F)CC31CCN(C(=O)C2CCC2)CC1	/	/	/	-0.5	-5	/	-1	i

Entries of single compounds as entered above. Values in the order: RAD54 branch | PglD DTNB | ARNT-TACC3 inh | E-selectin induc | ERp5 block | esBAF inh | CASP6 VEID inh | RAD52 anneal inh
CCN(CC(=O)Nc1ccc(NC(C)=O)cc1)C(=O)COc1ccccc1Cc1ccccc1 is listed with -2 | 4 | / | / | -2 | / | 2 | -12
COc1ccc(-n2nc3c(N4CCC(C(=O)NCc5cccc(C)c5)CC4)nnc(C)c3c2C)cc1 is listed with 8 | -1 | 3 | 0.8 | 2 | 29 | -6 | i

Source: PubChem BioAssay
